E-sel inducer – E-selectin induction on HUVECs; 260,000 tested, 0.37% active; activation, % at 7.58 µM; AID 686992; P16581; HUVEC E-selectin immunofluorescence imaging; normalized: neutral wells 0, TNF-alpha wells 100;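 active = mean E-selectin-positive cell signal at least 10% of the positive control, reached in at least 60% of replicates, without over 20% cell loss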;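 note: in these data hits start at about 27%; measured in HUVEC primary endothelial cells; signal is the percent of cells scored E-selectin positive by PE staining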
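material = human umbilical vein endothelial cells (HUVEC), E-selectin induction | quantity = 3,000 cells/well | medium = EGM-2 growth medium on 0.1% gelatin-coated wells | technique = immunofluorescence imaging | read-out basis = % PE-positive cells | control set = TNF-alpha positive control, DMSO neutral control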
PGC1a acetyl inh – lowers PGC1a acetylation signal in U2OS cells | AlphaScreen anti-acetyl-lysine; with virally co-expressed GCN5 acetyltransferase | inhibition, % at 15.6 µM | 350,000 tested, 0.17% active | AID 651687;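 active = every replicate shows inhibition of at least 40%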;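 note: 0% = neutral control wells and 100% = positive control wells; some results beyond the cut were filed as inactive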
ERAP1 HTS inh – ERAP1 (human) enzyme inhibition; Q9NZ08; recombinant ERAP1, Leu-AMC fluorescence, 60 min; inhibition, % at 10.7 µM; 340,000 tested, 0.15% active; AID 652197;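 active = mean replicate inhibition of at least 30%, or all replicates individually reaching that 30% level; inactive = mean below 30% and not every replicate reaching it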;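 note: 0% = neutral control wells and 100% = L-leucinethiol positive control wells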
PglD DTNB – inhibitors of Campylobacter jejuni PglD acetyltransferase | 360,000 tested, 0.098% active | purified PglD enzyme, DTNB colorimetric CoA detection | AID 602405 | inhibition, % at 12.5 µM; in the data active = inhibition above about 16%, passing the limit was not always enough; note: strong numbers were not always called active
miR122 inh – blocks miR-122 activity in Huh7 sensor cells; Huh7 miR-122 Renilla luciferase sensor, 48 h; neutral wells = 0, positive control = 100; activation (reporter increase), % at 12.5 µM; 340,000 tested, 0.3% active;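 active = mean replicate activation score at least 90 and every replicate individually at or above 90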;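 note: higher luciferase means less miR-122 activity so hits act as miR-122 inhibitors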
RAD52 anneal inh – RAD52 (human) annealing inhibition; AID 651710; recombinant RAD52 DNA annealing, FRET fluorescence; 360,000 tested, 0.46% active; inhibition, % at 18.7 µM;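 active = every replicate showing at least 50% inhibition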
Cneo AK release – causes C. neoformans cell lysis. 360,000 tested, 0.2% active. lysis activity, % at 15 µM. AID 651654. adenylate kinase release luminescence, 4 h; normalised: neutral wells 0, clomiphene wells 100;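 active = mean lysis activity across replicates of at least 80%, whatever share of replicates individually reach that level; inactive = mean lysis activity below 80%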
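Material – Cryptococcus neoformans yeast cells · Quantity – 5 × 10^6 yeast cells/mL · Buffer or medium – YPD medium · Compound – single dose · Timing – 4 h static compound exposure, 37 °C, read 1 h post-reagent · Signal – adenylate kinase release luminescence · Read-out basis – lysis from increased AK signal · Benchmarks – Clomiphene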
RAD54 branch – blocks human RAD54 Holliday junction branch migration | inhibition, % at 10.4 µM | AID 602329 | FAM/BHQ fluorescence | Q92698 | 360,000 tested, 0.14% active;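 active = mean normalized replicate activity at least 40 and at least half of replicates scoring 40 or more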;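 note: 0% = median of neutral control wells and 100% = median of positive control wells; inhibitors cause a drop in the FAM fluorescence signal; in these data hits start at about 50%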
Target sequence (Q92698 whole entry, looked up): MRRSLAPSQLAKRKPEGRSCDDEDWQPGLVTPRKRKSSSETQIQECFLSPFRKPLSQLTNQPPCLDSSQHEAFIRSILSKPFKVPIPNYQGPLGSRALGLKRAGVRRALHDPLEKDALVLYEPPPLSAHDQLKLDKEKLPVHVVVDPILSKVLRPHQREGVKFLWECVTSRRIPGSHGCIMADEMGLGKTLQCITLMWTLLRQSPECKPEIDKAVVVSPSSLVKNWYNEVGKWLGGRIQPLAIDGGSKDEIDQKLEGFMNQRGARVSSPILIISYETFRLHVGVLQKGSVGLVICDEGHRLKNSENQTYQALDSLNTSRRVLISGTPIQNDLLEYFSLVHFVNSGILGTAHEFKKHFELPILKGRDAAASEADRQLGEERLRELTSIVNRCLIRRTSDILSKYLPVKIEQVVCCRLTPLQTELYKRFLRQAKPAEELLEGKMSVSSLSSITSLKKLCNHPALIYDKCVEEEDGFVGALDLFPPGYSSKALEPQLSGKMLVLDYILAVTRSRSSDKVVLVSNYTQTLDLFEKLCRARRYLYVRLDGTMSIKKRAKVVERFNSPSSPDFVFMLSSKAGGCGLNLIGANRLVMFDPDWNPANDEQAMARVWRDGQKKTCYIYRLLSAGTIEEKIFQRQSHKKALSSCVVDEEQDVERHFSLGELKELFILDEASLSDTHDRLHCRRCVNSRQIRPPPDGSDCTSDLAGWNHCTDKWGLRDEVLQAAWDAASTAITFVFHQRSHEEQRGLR
* marks the source's active call; other numbers are inactive results; i = inactive; / = no result given; & = joins results of further samples; [ ] = dose if it differs, or a comment. An unsorted share of the library, and some 1.4% of all compounds hit somewhere here.

1. CCN(Cc1ccccc1)C(=O)c1ccc2c(=O)n3c(nc2c1)CCC3
2. COc1ccccc1-c1noc(-c2ccccc2C(=O)Nc2cccnc2)n1
3. Cc1ccccc1C(=O)Nc1ccccc1N1CCN(C(=O)c2ccccc2)CC1
4. CC(=O)Nc1c(-c2ccc(F)cc2)nc2ccccn12
5. CCOc1cc(/C=N/NC(=O)c2ccc3c(c2)OCCO3)cc(Br)c1O
6. O=C(O)c1ccc(OCC(O)Cn2cnc3ccccc32)cc1 (stereo not given)
7. COc1ccc(Cc2nc3ccc(C(=O)N4CCCCC4CCO)cc3o2)cc1 (stereo not given)
8. COc1ccc(C#Cc2ccc3c(c2)O[C@H](CN(C)S(=O)(=O)c2ccccc2F)[C@H](C)CN([C@@H](C)CO)S3(=O)=O)cc1

Assay by compound	1	2	3	4	5	6	7	8
E-sel inducer	-0.3	/	0.0	0.2	/	/	14	0.0
PGC1a acetyl inh	-6	-4	/	9	/	-10	-2	5
ERAP1 HTS inh	-2	/	-5	-3	-10	/	2	-1
PglD DTNB	-2	4	-6	4	0	3	0	2
miR122 inh	-6	8	0	-3	/	-8	-9	21[16.7 µM]
RAD52 anneal inh	-10	/	-11	-5	12	/	-1	-61
Cneo AK release	0	-1	0	0	-5	16	-1	-5
RAD54 branch	-13	13	2	3	2	-6	-4	-2

9. C[C@@H]1CN([C@@H](C)CO)C(=O)Cc2cc(NC(=O)C3CCCCC3)ccc2O[C@@H]1CN(C)C(=O)Nc1cccc2ccccc12
10. Cc1cc(N(C)C)c(C#N)c(N2CCCCC2)n1
11. Nc1ccc(C23CC4CC(CC(O)(C4)C2)C3)cc1
12. COc1cc(/C=C2\SC(=S)N(NC(=O)c3ccc(O)c(OC)c3)C2=O)ccc1O
13. Cc1cccc(C(=O)OCC(=O)N2CCCCCC2)c1O
14. CSc1nnc2c(n1)OC(c1ccsc1)N(C(C)=O)c1ccccc1-2 (stereo not given)
15. Cc1noc(C)c1S(=O)(=O)N(C)C[C@@H]1Oc2ccc(NC(=O)Cc3cn(C)c4ccccc34)cc2CC(=O)N([C@H](C)CO)C[C@H]1C
16. CC(=O)Nc1ccc(Nc2cc(N3CCOCC3)c3nonc3c2[N+](=O)[O-])cc1

Assay by compound	9	10	11	12	13	14	15	16
E-sel inducer	1.4	-1.0	/	/	7.2	/	-6.4	1.3
PGC1a acetyl inh	5	4	11	0	-11	3	4	2
ERAP1 HTS inh	0	/	/	1	-3	/	0	3
PglD DTNB	-7	0	7	0	-7	1	2	/
miR122 inh	5[16.7 µM]	-5	1	-4	5	-10	-11[16.7 µM]	-5
RAD52 anneal inh	-2	/	/	i	-11	/	-18	-21
Cneo AK release	-1	0	-5	-4	-1	-1	-1	/
RAD54 branch	1	-6	4	-98	6	-16	6	/

17. CCCNC(=O)c1ccc(N2CC3CC(C2)c2cccc(=O)n2C3)c(NC(=O)Nc2ccc(CC)cc2)c1 (stereo not given)
18. Cc1ccc(NS(=O)(=O)c2cc(C(=O)NCc3ccccn3)ccc2Cl)cc1C
19. N#Cc1c(NC(=S)NC(=O)c2ccccc2)sc2c1CCCC2
20. COc1cccc(-c2cn(CC[C@H]3CC[C@H](NC(=O)CC4CC4)[C@H](CO)O3)nn2)c1
21. CCCNC(=O)N(C)C[C@H]1Oc2ncc(C#CC3(O)CCCC3)cc2C(=O)N([C@@H](C)CO)C[C@H]1C
22. CCC(C)c1ccccc1NC(=O)C1CCCO1 (stereo not given)
23. CCn1c(=O)cc(OCC(=O)Nc2ccc3c(c2)OCCO3)c2ccccc21
24. C[C@@H]1COC(=O)[C@H](NC(=O)OCC2c3ccccc3-c3ccccc32)C/C=C\C[C@@H](CC(=O)N[C@H](CO)Cc2ccccc2)C(=O)N1

Assay by compound	17	18	19	20	21	22	23	24
E-sel inducer	/	/	/	-0.2	0.0	/	/	0.0
PGC1a acetyl inh	6	-3	6	-12	-1	6	3	0
ERAP1 HTS inh	-4	/	/	0	0	/	/	/
PglD DTNB	1	-1	-6	-1	3	1	-1	0
miR122 inh	-12	101*	3	/	0[16.7 µM]	4	-2	2
RAD52 anneal inh	-17	/	/	2	2	/	/	-7
Cneo AK release	1	-1	/	0	-1	-2	-3	2
RAD54 branch	-3	5	1	-6	5	-8	-6	8

25. CCOC(=O)C1(C)NC(c2ccc(O)cc2)C2C(=O)N(c3ccccc3)C(=O)C21 (stereo not given)
26. CC1CCN(c2ccc3c(c2)S(=O)(=O)c2cccc(C(=O)NC4CCCCC4)c2C3=O)CC1
27. Cc1noc(C)c1S(=O)(=O)N(C)C[C@H]1Oc2ccc(NC(=O)Nc3ccc(F)cc3)cc2CC(=O)N([C@H](C)CO)C[C@@H]1C
28. CCC(=O)N1CCC1(C)C(=O)Nc1cccc2cccnc12 (stereo not given)
29. CC(C)NC(=O)N(C)C[C@@H]1OCc2ccccc2-c2c(n(C)c3ccccc23)C(=O)N([C@H](C)CO)C[C@@H]1C
30. CCS(=O)(=O)Nc1ccc2c(c1)C(=O)N(C)[C@H]1CC[C@H](CC(=O)OC)O[C@H]1CO2
31. Cc1c(Br)c([N+](=O)[O-])nn1CC(=O)NCCc1ccc(Cl)cc1
32. NS(=O)(=O)c1cccc(NC(=O)Nc2ccccc2)c1

Assay by compound	25	26	27	28	29	30	31	32
E-sel inducer	/	0.2	64*	-0.1	-0.1	-0.1	-0.3	/
PGC1a acetyl inh	13	/	0	1	1	-14	5	3
ERAP1 HTS inh	-2	/	3	-5	-3	2	/	/
PglD DTNB	-1	2	1	-4	1	0	-1	5
miR122 inh	-7	/	5[16.7 µM]	-5	/	-16[16.7 µM]	1	/
RAD52 anneal inh	0	-53	8	-4	9	13	-4	-10
Cneo AK release	-1	-2	0	-2	0	0	2	-4
RAD54 branch	2	-20	-1	-2	5	-5	4	7

33. CCC1Nc2ccccc2-c2nnc(SC)nc2O1 (stereo not given)
34. COc1ccc2c3c([nH]c2c1)[C@H](CO)N(S(=O)(=O)c1ccc(C)cc1)CC31CCN(Cc2nccs2)CC1
35. O=C(NCC1CCCO1)Nc1ccccc1 (stereo not given)
36. CO[C@H]1CN(C)C(=O)c2cc(NC(=O)CC(F)(F)F)ccc2OC[C@@H](C)N(C(=O)C2CCCCC2)C[C@@H]1C
37. CC(C)(C)c1ccc(C(=O)NNc2ccc(F)cc2F)cc1
38. COc1ccc(NC(=O)CSCC(=O)Nc2ccccc2C(=O)N2CCCCC2)cc1
39. C[C@@H]1CN([C@@H](C)CO)C(=O)Cc2cc(NC(=O)Nc3ccc(F)cc3)ccc2O[C@@H]1CN(C)C(=O)Nc1cccc2ccccc12
40. CC(C)n1c(/N=C/c2ccccc2O)nc2ccccc21

Assay by compound	33	34	35	36	37	38	39	40
E-sel inducer	/	0.0	/	0.2	/	0.9	0.0	/
PGC1a acetyl inh	/	3	12	-3	-3	4	-2	2
ERAP1 HTS inh	4	2	3	3	/	-6	3	-12
PglD DTNB	1	/	3	/	2	1	1	3
miR122 inh	/	/	-4	/	-3	-7	58[16.7 µM]	-4
RAD52 anneal inh	-9	8	4	-39	3	5	16	-19
Cneo AK release	-1	/	-1	/	0	0	43	2
RAD54 branch	-7	/	-18	/	-4	-1	-1	6

41. O=C(C[C@@H]1C[C@@H]2c3cc(NC(=O)C4CCC4)ccc3O[C@@H]2[C@H](CO)O1)NCc1ccc2c(c1)OCO2
42. COCCNC(=O)C1CCN(S(=O)(=O)c2ccc3c(c2)OCCO3)CC1
43. O=C(Cc1cccc(C(F)(F)F)c1)Nc1cc(S(=O)(=O)N2CCOCC2)ccc1N1CCCC1
44. CO[C@H]1CN(C)C(=O)c2cc(NC(=O)Nc3cccc(F)c3)ccc2OC[C@@H](C)NC[C@@H]1C
45. CC(=O)n1cc([C@H]2C=C(C(=O)NCc3ccccc3)O[C@@H](OCCCCO)C2)c2ccccc21
46. CC1(Oc2ccccc2)CCN(Cc2ccc(-c3ccccn3)cc2)C1 (stereo not given)
47. COc1ccc(OC)c2sc(N(CCN(C)C)C(=O)c3ccc4ccccc4c3)nc12
48. Cc1c(NC(=S)N/C(=N/S(=O)(=O)c2ccccc2)c2ccccc2)c(=O)n(-c2ccccc2)n1C

Assay by compound	41	42	43	44	45	46	47	48
E-sel inducer	-0.2	-0.1	0.6	-0.3	-0.1	0.3	0.3	/
PGC1a acetyl inh	5	-1	9	10	-5&-11	/	-1	1
ERAP1 HTS inh	1	-1	-3	-2	3&0	-2	-1	3
PglD DTNB	1	4	/	1	0	-1	4	0
miR122 inh	4[16.7 µM]	0	/	2[16.7 µM]	8	-3	-5	3
RAD52 anneal inh	5	-8	-17	-8	-13&1	-4	93*	-8
Cneo AK release	55	3	/	-1	-3&0	-1	6	-3
RAD54 branch	-3	0	/	5	-8	8	69*	-24

Entries from the list above containing a nitro group on carbon, in the order listed:
16. CC(=O)Nc1ccc(Nc2cc(N3CCOCC3)c3nonc3c2[N+](=O)[O-])cc1
31. Cc1c(Br)c([N+](=O)[O-])nn1CC(=O)NCCc1ccc(Cl)cc1

Assay by compound	16	31
E-sel inducer	1.3	-0.3
PGC1a acetyl inh	2	5
ERAP1 HTS inh	3	/
PglD DTNB	/	-1
miR122 inh	-5	1
RAD52 anneal inh	-21	-4
Cneo AK release	/	2
RAD54 branch	/	4

Other entries:
49. O=C(NNS(=O)(=O)c1ccccc1)c1cccc([N+](=O)[O-])c1
50. CCCNC(=O)N1[C@H](CO)[C@@H]2c3ccccc3N(C(=O)c3ccncc3)C[C@@H]21
51. COc1cc(OC)cc(C(=O)N[C@H](C(=O)OCC(=O)c2c[nH]c3ccccc23)C(C)C)c1
52. Cc1ccc(NC2CCCN(C(=O)c3cn(C)c4ccccc34)C2)cc1C (stereo not given)
53. C[C@H]1CN([C@@H](C)CO)C(=O)Cc2cc(NS(=O)(=O)c3cn(C)cn3)ccc2O[C@@H]1CN(C)Cc1ccccc1
54. O=C(CSc1ccc(-c2cccs2)nn1)NCCc1ccccc1
55. CCOc1ccccc1NC(=O)CSc1nc2nc(-c3cccs3)cc(C(F)(F)F)c2c(=O)[nH]1

Assay by compound	49	50	51	52	53	54	55
E-sel inducer	/	0.3	0.1	-0.2	0.1	-0.1	-0.9
PGC1a acetyl inh	9	0	-2	-3	/	-8	-13
ERAP1 HTS inh	4	2	-1	1	-1	-1	5
PglD DTNB	6	3	-4	3	-2	-18	/
miR122 inh	9	-3[16.7 µM]	-2	5	10[16.7 µM]	1	-3
RAD52 anneal inh	-6	-10	-20	-22	-8	-14	-14
Cneo AK release	-2	-6	1	2	-5	-3	/
RAD54 branch	5	2	1	5	-6	-9	/

Source: PubChem BioAssay
